High-throughput results as filed in PubChem BioAssay.
MDM2 E3 inh – MDM2-luciferase reporter signal enhancers, primary screen, MDM2 E3 ligase inhibitor project, cell-based, luminescence, 1536-well; E3 ubiquitin-protein ligase Mdm2 (Homo sapiens), Q00987; cell-based MDM2 ubiquitination luciferase reporter, 2 h; 0 = plate control, 100 = twice control, blank-subtracted; signal enhancement, % at 5 µM; actives 0.11% (n = 210,000);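 active = signal enhancement of 30% or more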;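 also: luminescence tracks abundance of the self-degrading MDM2-luciferase fusion protein; higher signal means inhibition of MDM2 E3 ligase activity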
Target sequence (Q00987 whole entry, looked up, the tested form may be a part): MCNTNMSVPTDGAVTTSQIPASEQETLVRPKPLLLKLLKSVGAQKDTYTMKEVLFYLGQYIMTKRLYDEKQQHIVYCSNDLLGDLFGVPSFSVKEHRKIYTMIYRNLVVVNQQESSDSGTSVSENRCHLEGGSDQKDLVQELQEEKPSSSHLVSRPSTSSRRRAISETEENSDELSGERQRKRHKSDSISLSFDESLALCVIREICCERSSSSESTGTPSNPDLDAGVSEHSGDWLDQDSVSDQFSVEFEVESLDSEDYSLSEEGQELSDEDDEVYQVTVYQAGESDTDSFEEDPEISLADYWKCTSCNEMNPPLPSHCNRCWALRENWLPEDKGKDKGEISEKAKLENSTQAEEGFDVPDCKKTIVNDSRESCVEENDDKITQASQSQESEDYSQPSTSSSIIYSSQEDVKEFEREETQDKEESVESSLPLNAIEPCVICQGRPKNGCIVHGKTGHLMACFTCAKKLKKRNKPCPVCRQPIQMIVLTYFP
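Timing – 2 h compound exposure at 37 °C · Assay system – mammalian cells stably expressing self-ubiquitinating, self-degrading MDM2 E3–luciferase fusion · Amount – 2000 cells seeded into each well · Measure – % luminescence enhancement versus blank-corrected plate control mean · Measured by – SteadyLite luminescence, 15 min reagent step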
NPY-Y1 PAM-ag – NPY-Y1 receptor potentiators or agonists, primary screen, cell-based. NPY-Y1 expressing cells, potentiator/agonist activation. activation, % at 3.6 µM. actives 0.37% (n = 220,000). AID 1304, 2008; in the data active = activation above about 33%, passing the limit was not always enough;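 also: cells stimulated with NPY at EC10 then isoproterenol at EC100; 0% = low agonist plus stimulus and 100% = saturating agonist plus stimulus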
NPY-Y2 PAM-ag – NPY-Y2 potentiators or agonists, primary screen, cell-based; cells expressing NPY-Y2, potentiator/agonist read-out; activation, % at 3.6 µM; actives 0.45% (n = 220,000); AID 1359, 2008; in the data active = activation above about 27%;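 also: cells stimulated with NPY near EC25 plus isoproterenol at EC100; 0% = vehicle plus submaximal agonist and 100% = vehicle plus saturating agonist; some results beyond the cut were filed as inactive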
Target sequence (P49146 whole entry, looked up): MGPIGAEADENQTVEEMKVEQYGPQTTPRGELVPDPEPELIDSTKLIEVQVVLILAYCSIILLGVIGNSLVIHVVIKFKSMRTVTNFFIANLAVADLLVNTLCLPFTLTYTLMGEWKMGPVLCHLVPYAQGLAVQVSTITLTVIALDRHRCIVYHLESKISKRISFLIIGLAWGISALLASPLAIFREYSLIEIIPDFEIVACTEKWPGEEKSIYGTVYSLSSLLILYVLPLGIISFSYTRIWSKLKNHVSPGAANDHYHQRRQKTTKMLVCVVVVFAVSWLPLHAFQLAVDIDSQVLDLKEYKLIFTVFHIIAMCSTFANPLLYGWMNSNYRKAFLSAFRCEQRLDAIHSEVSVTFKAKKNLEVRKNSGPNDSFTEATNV
Hck Nef HTS – inhibitors of Nef-activated human Hck kinase, primary screen, biochemical, Z-Lyte FRET, 384-well, Hck-YEEI. Tyrosine-protein kinase HCK (Homo sapiens), P08631. Recombinant Hck-YEEI plus Nef, Z-Lyte FRET kinase assay. inhibition, % at 20 µM. actives 0.68% (n = 220,000). AID 463187, 2010;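 active = Hck-Nef kinase inhibition above about 50%, limit read from the data; inactive = inhibition below that limit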;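 also: 0% = DMSO with Hck plus Nef and 100% = Hck alone without Nef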
NPY Y1 blocker – NPY-Y1 receptor antagonists, primary screen, cell-based | Neuropeptide Y receptor type 1 (Homo sapiens), P25929 | AID 1040, 2008 | HEK293-CNG Y1 cells, membrane potential fluorescence; NPY at EC95, then isoproterenol | actives 1% (n = 200,000) | inhibition, % at 3.6 µM;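 active = inhibition above the campaign mean inhibition of all tested compounds plus 3 SD, cut at about 20% in these data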;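 also: 0% = DMSO wells given NPY plus isoproterenol and 100% = isoproterenol alone without NPY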
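Material: HEK293 cells with Y1 receptor plus CNG channel; times: compound incubation 1 h at room temperature, readout 45 min post-stimulation; signal: fluorescence, membrane potential probe; read-out basis: fluorescence ratio normalized to % inhibition between controls; benchmarks: full-block control isoproterenol-only wells, zero-block control NPY plus isoproterenol wells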
Runt-CBFb FRET – inhibitors of RUNX1 Runt–CBFb binding, primary screen, biochemical, FRET, Cerulean-Runt, Venus-CBFb, uHTS. Runt-related transcription factor 1 (Homo sapiens) + Core-binding factor subunit beta …. Cerulean-Runt/Venus-CBFb FRET ratio 530/480, 1 h. inhibition, % at 20 µM. actives 0.46% (n = 220,000). AID 1496, 2009;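 active = inhibition over about 50% at 20 µM in the single-dose screen, limit read from the data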;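 also: 0% = DMSO wells and 100% = excess unlabeled CBFb competitor control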
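Measured by: fluorescence energy transfer, 422 nm excitation, 530/480 nm emission; Assay system: Cerulean-Runt domain; Medium: Tris pH 7.5 buffer with BSA; Measure: loss of energy transfer signal; Controls: 5 µM unlabeled CBFb as full-inhibition high control; Incubation: protein complex preformed 1 h, compound exposure 1 h, room temperature, dark.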
p97 inhibitor – inhibitors of human p97 ATPase, primary screen, biochemical | Transitional endoplasmic reticulum ATPase (Homo sapiens), P55072 | recombinant p97 ATPase, Kinase-Glo ATP luminescence, 3 h | inhibition, % at 8 µM | actives 0.42% (n = 220,000) | AID 1481, 2009; in the data active = inhibition above about 15%;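 also: 0% = DMSO vehicle and 100% = wells lacking enzyme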
Runt-SMMHC FRET – inhibitors of RUNX1 Runt–CBFb-SMMHC binding, primary screen, biochemical, FRET, Cerulean-Runt, Venus-CBFb-SMMHC, uHTS | Cerulean-Runt/Venus-CBFb-SMMHC FRET ratio 530/480, 1 h | Runt-related transcription factor 1 (Homo sapiens) + Core-binding factor subunit beta … | inhibition, % at 20 µM | actives 0.74% (n = 220,000);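 active = mean inhibition across duplicate retests at 20 µM reaching about 50%, limit read from the data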;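 also: 0% = DMSO wells and 100% = wells with excess untagged CBFb-SMMHC; inhibitors lower the FRET ratio by blocking Runt binding to CBFb-SMMHC; some results filed as inactive read as strong as hits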
RBBP9 inhibitor – human RBBP9 inhibitors, primary screen, biochemical, fluorescence polarization, FP-Rh probe, HTS; recombinant RBBP9; inhibition, % at 7.94 µM; actives 0.2% (n = 220,000);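 active = inhibition above the campaign mean of all tested compounds plus 3 SD, cut at about 14% in these data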;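 also: plate controls were DMSO wells with RBBP9 for no effect and wells lacking RBBP9 protein for full effect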
Target sequence (O75884 whole entry, looked up): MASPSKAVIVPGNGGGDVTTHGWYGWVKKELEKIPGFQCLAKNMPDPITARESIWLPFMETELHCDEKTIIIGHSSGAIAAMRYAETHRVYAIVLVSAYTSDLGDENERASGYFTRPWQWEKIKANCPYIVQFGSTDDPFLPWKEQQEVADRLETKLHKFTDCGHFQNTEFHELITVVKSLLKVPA
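System: RBBP9 protein / Buffer or medium: Tris/NaCl buffer pH 8.0 with 0.1% Pluronic / Probe or stimulus: Serine-hydrolase probe FP-Rh, 375 nM pre-mixing / Dosing: 7.94 µM single dose, 0.794% DMSO / Times: enzyme-compound preincubation 30 min, then probe labeling 45 min, 25 °C / Technique: fluorescence polarization (mP), excitation 525 nm, emission 598 nm / Replication: singlicate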
The depositor's hits bear a star; nt = not tested or not shown. Rows were taken by chance, and some 3.5% of all compounds hit somewhere here.

Under each structure – MDM2 E3 inh	NPY-Y1 PAM-ag	NPY-Y2 PAM-ag	Hck Nef HTS	NPY Y1 blocker	Runt-CBFb FRET	p97 inhibitor	Runt-SMMHC FRET	RBBP9 inhibitor
Cc1ccc(C2=CSC3=NCCN23)c(C)c1
  -5	-4	-7	-1	8	0	-1	0	-11
CN(C(=O)c1c[nH]c(=O)cc1C(F)(F)F)c1ccc(Cl)cc1
  -17	5	-10	8	nt	1	-1	-2	0
Cn1nc(C(F)(F)F)c(-c2ccccc2)c1NC(=O)c1ccco1
  -11	-3	1	1	nt	1	0	-2	-2
CC(=O)c1cccc(NC(=O)c2noc3c2CCc2ccccc2-3)c1
  -27	7	3	7	7	-3	5	-8	5
CC(C)c1nnc(NC(=O)Cn2nc(-c3ccc4c(c3)OCCO4)ccc2=O)s1
  -7	-8	-5	23	3	1	-2	-8	-9
CCOCCCNC(=O)N[C@@H](C)C(=O)OC
  -10	-4	14	0	4	2	4	0	-8
O=C(N/N=C/c1ccco1)C1CC1
  -8	23	13	0	-2	-3	2	-2	-5
COc1ccc(OC)c(NC(=O)CSc2nnc(-c3ccco3)n2-c2ccccc2)c1
  nt	-11	-7	0	6	-3	-6	-2	0
CCOC(=O)c1c(NC(=S)NC(=O)c2cnn(CC)c2)sc2c1CCC(C)C2 (centres undefined)
  2	-1	3	0	2	1	3	-1	0
COc1ccc(CC(=O)N2CCN(S(=O)(=O)c3cccs3)CC2)cc1OC
  -19	23	-2	18	nt	0	13	1	1
COC(=O)c1scc(C)c1N/N=C(\C)c1cc(F)c(Cl)cc1F
  -14	1	-10	6	2	0	2	-5	-7
O=C(CNS(=O)(=O)c1ccc(Br)s1)NCc1ccc2c(c1)OCO2
  -3	-6	-2	1	8	-1	4	0	-12
O=C(Nc1nc(-c2ccc3c(c2)OCCO3)cs1)C1CCCC1
  -3	-5	4	30	2	1	3	3	-1
c1cncc(-c2nc3cc4ccccc4cc3[nH]2)c1
  -19	8	-7	8	3	0	-4	1	-4
Cc1cc(NC(=O)CSc2nc3c([nH]c4ccccc43)c(=O)n2-c2cccc(C(F)(F)F)c2)no1
  -9	-45	-19	-1	4	0	6	-1	-2
COC(CNc1ncnc2c1cnn2C)OC
  3	14	1	14	1	1	4	1	-4
Cc1c(C(=O)O)oc2c(F)cccc12
  16	-4	-10	21	0	-2	3	1	-2
CN1CCN(c2ccc(NC(=O)c3ccc(-c4ccc(Br)cc4)o3)cc2)CC1
  -90	41*	32*	6	0	3	0	0	2
COc1ccc(C2=NN(CC(=O)Nc3cc(C)ccc3C)C(=O)CC2)cc1
  12	0	1	12	nt	1	0	1	-7
C[C@@H]1CC=C[C@H]2[C@H]1C(=O)N(Cc1ccccc1)[C@H]2c1ccc(Br)cc1F
  19	nt	nt	26	nt	2	nt	3	nt
Cc1noc(C)c1C(=O)NC1CCCc2ccccc21 (centres undefined)
  -4	-1	-9	1	-3	2	0	0	6
CCOc1ccc2ncc(S(=O)(=O)c3ccccc3)c(N3CCC4(CC3)OCCO4)c2c1
  -7	-13	-12	3	6	-3	-4	-4	-5
CCOC(=O)c1c(NC(=O)C2=C(C)NC(=S)NC2c2ccc(F)cc2)sc(C)c1C (centres undefined)
  7	-19	-24	7	4	-5	2	-7	-10
c1ccc2c(NC3=NCCCCS3)cccc2c1
  7	-4	11	14	5	-2	1	12	-5
CCOc1cc(C2NC(=O)NC(C)=C2C(=O)OC(C)CC)cc(Br)c1O (centres undefined)
  -31	-2	13	3	-5	4	-2	4	-1
COc1ccccc1NC(=S)NCCc1ccccc1
  -5	-7	5	1	-3	2	2	-1	-2
S=C(c1cccs1)N1CCCC1
  -9	10	6	9	2	0	5	-2	1
Cc1ccc(NC(=O)CN2CCC(NC(=O)Cc3ccccc3)CC2)cc1C
  -5	-13	-9	-4	3	0	-7	-3	-10
CC(C)(C)c1cc(NC(=O)c2cccc(S(=O)(=O)N3CCOCC3)c2)no1
  1	5	-10	4	-6	-3	0	2	-2
CCOc1cc(S(=O)(=O)Nc2ccc(Cl)cn2)ccc1Cl
  -4	-46	-25	6	10	0	-2	1	-3

Reformatted as labelled records: part of the list above.
COc1ccc(CC(=O)N2CCN(S(=O)(=O)c3cccs3)CC2)cc1OC
  MDM2 E3 inh: -19
  NPY-Y1 PAM-ag: 23
  NPY-Y2 PAM-ag: -2
  Hck Nef HTS: 18
  NPY Y1 blocker: nt
  Runt-CBFb FRET: 0
  p97 inhibitor: 13
  Runt-SMMHC FRET: 1
  RBBP9 inhibitor: 1
COC(=O)c1scc(C)c1N/N=C(\C)c1cc(F)c(Cl)cc1F
  MDM2 E3 inh: -14
  NPY-Y1 PAM-ag: 1
  NPY-Y2 PAM-ag: -10
  Hck Nef HTS: 6
  NPY Y1 blocker: 2
  Runt-CBFb FRET: 0
  p97 inhibitor: 2
  Runt-SMMHC FRET: -5
  RBBP9 inhibitor: -7
O=C(CNS(=O)(=O)c1ccc(Br)s1)NCc1ccc2c(c1)OCO2
  MDM2 E3 inh: -3
  NPY-Y1 PAM-ag: -6
  NPY-Y2 PAM-ag: -2
  Hck Nef HTS: 1
  NPY Y1 blocker: 8
  Runt-CBFb FRET: -1
  p97 inhibitor: 4
  Runt-SMMHC FRET: 0
  RBBP9 inhibitor: -12
O=C(Nc1nc(-c2ccc3c(c2)OCCO3)cs1)C1CCCC1
  MDM2 E3 inh: -3
  NPY-Y1 PAM-ag: -5
  NPY-Y2 PAM-ag: 4
  Hck Nef HTS: 30
  NPY Y1 blocker: 2
  Runt-CBFb FRET: 1
  p97 inhibitor: 3
  Runt-SMMHC FRET: 3
  RBBP9 inhibitor: -1

(listing goes on)
Under each structure – MDM2 E3 inh	NPY-Y1 PAM-ag	NPY-Y2 PAM-ag	Hck Nef HTS	NPY Y1 blocker	Runt-CBFb FRET	p97 inhibitor	Runt-SMMHC FRET	RBBP9 inhibitor
CC1CN(Cc2nc3c(c(=O)[nH]c(=O)n3C)n2CC(N)=O)CC(C)O1 (centres undefined)
  6	5	1	9	-1	1	-4	0	0
O=C(NCC1OCCc2ccccc21)c1ccc(NC(=O)c2ccccc2Cl)cc1 (centres undefined)
  4	-4	4	8	-4	2	0	-1	-6
CCOC(=O)c1c(N)n(CC(C)NC(=O)C2CC2)c2nc3ccccc3nc12 (centres undefined)
  -1	1	8	43	-3	74*	4	163*	-6
O=C(NC1CCCCC1)c1cc([N+](=O)[O-])ccc1N1CCCCC1
  -15	-4	8	-3	4	-2	-2	-4	-2
Cc1cc2nc3n(c2cc1C)CC1CC(C(=O)NCC2CC2)N(C)C31 (centres undefined)
  14	nt	nt	26	nt	2	nt	-4	nt
Cc1ccc(C(=O)NC(=S)N2CCN(c3ccccc3F)CC2)cc1
  -11	-30	1	5	5	-3	2	1	-4
O=C(CNC(=O)c1ccc(-c2ccccc2)cc1)OCc1ccc(Br)cc1
  -2	-19	-11	0	7	0	-2	2	0
COc1ccc(CCCC(=O)N/N=C/c2ccccc2OC)cc1
  -3	-11	-33	9	13	-1	-4	-3	-5
COC(=O)C1=C(C(=O)OC)[C@@H]2N(Cc3ccccc3)c3ccccc3[C@@]23C[C@@H](C(=O)OC)N(C(=O)COCc2ccccc2)C3=N1
  2	nt	nt	22	nt	0	nt	2	nt
CCN1CCN(C(=S)Nc2cc(S(=O)(=O)N(CC)CC)ccc2C)CC1
  -6	19	-2	25	-2	0	4	-1	-8
COC(=O)Nc1ccccc1C(=O)N1CCC(O)(c2ccc(Cl)cc2)CC1
  -5	-3	3	3	8	0	2	1	-7
O=C(c1nc2ccccn2c1CN1CCCC(c2nc3ccccc3o2)C1)N1CCCC1 (centres undefined)
  6	5	-3	14	-2	-2	-7	7	-8
COc1ccc(N2CCN(C(=O)CSc3nnc(C)c(=O)[nH]3)CC2)cc1
  -10	28	-25	1	2	4	11	-2	-4
CCSc1cc(C)nc2c(-c3ccccc3)cnn12
  -5	-9	16	4	nt	-5	-2	3	-4
COc1ccc(CNC2CCCCC2)cc1
  -10	4	-5	-6	2	1	0	1	3
CCCCn1c(=O)c(CCC(=O)OCC(=O)NC(=O)NCCOC)nc2ccccc21
  -12	-9	-6	22	-2	0	-5	-2	-14
COC(=O)Cn1nc(C)c2ccccc2c1=O
  -4	2	7	7	-5	1	6	5	3
CCn1c(CCNC(=O)c2ccc(OC)c(OC)c2)nc2ccccc21
  -2	-14	-16	2	3	-3	-2	-2	-10
Cc1ccc(Nc2nc(N)c([N+](=O)[O-])c(N3CCOCC3)n2)cc1
  -9	-5	2	1	-4	0	-1	3	-4
CC1CN(c2ccc([N+](=O)[O-])c(NCCOc3ccccc3)c2)CCN1 (centres undefined)
  13	24	4	35	-7	-2	4	0	3
Nc1c(-c2ccccc2)cnn1-c1cccc([N+](=O)[O-])c1
  -4	0	4	-1	-1	-2	2	-3	3
CCCCCn1cnc2c(sc3nc4c(cc32)CSC(C)(C)C4)c1=O
  -14	-9	9	4	-4	-3	3	4	-8
CCCS(=O)(=O)N1CCC(C(=O)NCCCOC(C)C)CC1
  -13	7	13	3	0	1	2	-4	2

As a working copy, part of the list above.
Under each structure – MDM2 E3 inh	NPY-Y1 PAM-ag	NPY-Y2 PAM-ag	Hck Nef HTS	NPY Y1 blocker	Runt-CBFb FRET	p97 inhibitor	Runt-SMMHC FRET	RBBP9 inhibitor
COC(CNc1ncnc2c1cnn2C)OC
  3	14	1	14	1	1	4	1	-4
Cc1c(C(=O)O)oc2c(F)cccc12
  16	-4	-10	21	0	-2	3	1	-2
CN1CCN(c2ccc(NC(=O)c3ccc(-c4ccc(Br)cc4)o3)cc2)CC1
  -90	41*	32*	6	0	3	0	0	2
